Assay outcomes (PubChem BioAssay)
miR-122 sensor: miR-122 Renilla sensor signal increase in Huh7, primary screen, miR-122 inhibitor project, cell-based, single point, plate reader; Huh7 miR-122 Renilla luciferase sensor, 48 h; neutral wells = 0, positive control = 100; activation (reporter increase), % at 12.5 µM; 0.3% of 340,000 active; AID 602342, 2012;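 active = mean replicate activation score at least 90 and every replicate individually at or above 90; inconclusive = only one of the two criteria met; inactive = neither criterion met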;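 also: higher luciferase means less miR-122 activity so hits act as miR-122 inhibitors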
SIRT5 inh: SIRT5 desuccinylase inhibitors, primary screen, biochemical, fluorescence imaging, single point, set 5. NAD-dependent protein deacylase sirtuin-5, mitochondrial (Homo sapiens), Q9NXA8. Purified SirT5, succinyl-peptide AMC, trypsin-coupled fluorescence. inhibition, % at 15 µM. 1.1% of 330,000 active; in the data active = inhibition above about 15%; inconclusive = no clear call, values can overlap the other calls
Target sequence (Q9NXA8 whole entry, looked up): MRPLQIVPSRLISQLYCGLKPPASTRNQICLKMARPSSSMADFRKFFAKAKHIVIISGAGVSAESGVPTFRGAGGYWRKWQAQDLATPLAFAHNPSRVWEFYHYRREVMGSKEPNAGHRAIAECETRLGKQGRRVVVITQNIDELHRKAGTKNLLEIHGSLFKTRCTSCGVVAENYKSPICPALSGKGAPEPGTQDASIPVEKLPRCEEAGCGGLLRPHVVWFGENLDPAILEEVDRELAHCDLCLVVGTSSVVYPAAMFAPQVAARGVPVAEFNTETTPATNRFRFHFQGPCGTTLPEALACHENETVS
F508del corr: F508del CFTR correction, initial screen, CFBE line, single point | CFBE cells, YFP halide quenching; stimulated with forskolin plus potentiator P3; % fluorescence drop versus neutral controls | activity (quench increase), % at 7.58 µM | 0.36% of 350,000 active | AID 720511, 2013;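 active = mean added fluorescence quench of at least 8% versus neutral control, with both replicates also reaching 8%; inconclusive = only one of the mean or replicate conditions met; inactive = mean below 8% and not both replicates reaching 8%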;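 also: cells transiently co-express mutant CFTR-F508del with the halide-sensitive YFP; corrector assay measuring rescue of mutant channel to the surface after 24 h compound exposure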
ERAP1 HTS inh: human ERAP1 aminopeptidase inhibitors, primary screen, biochemical, single point, plate reader; recombinant ERAP1, Leu-AMC fluorescence, 60 min; inhibition, % at 10.7 µM; 0.15% of 340,000 active; AID 652197, 2013;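 active = mean replicate inhibition of at least 30%, or all replicates individually reaching that 30% level; inactive = mean below 30% and not every replicate reaching it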;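 also: 0% = neutral control wells and 100% = L-leucinethiol positive control wells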
Casp6 inh: human caspase-6 inhibitors, primary screen, biochemical, VEID-R110 fluorescence, single point, set 2. purified caspase-6, Z-VEID-R110 cleavage fluorescence. inhibition, % at 12.5 µM. 0.53% of 350,000 active. AID 686996, 2013;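 active = mean inhibition across replicates at least about 35%, with every replicate also reaching that limit, limit read from the data; inconclusive = only one of the two criteria met; inactive = neither criterion met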;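 also: 0% = median of neutral control wells and 100% = no fluorescence left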
Target sequence (P55212 24-179 limits assumed): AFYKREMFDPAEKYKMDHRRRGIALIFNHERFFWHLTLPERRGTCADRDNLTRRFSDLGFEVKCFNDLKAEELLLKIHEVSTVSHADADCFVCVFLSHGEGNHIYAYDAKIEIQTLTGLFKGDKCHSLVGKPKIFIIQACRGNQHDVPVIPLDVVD
Target sequence (P55212 194-293 limits assumed): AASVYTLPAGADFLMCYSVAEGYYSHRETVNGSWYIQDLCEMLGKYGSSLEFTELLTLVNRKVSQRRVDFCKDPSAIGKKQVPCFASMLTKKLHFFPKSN
DENV2 CPE rescue: inhibitors of DENV2 cytopathic effect, primary screen, cell-based, plate reader, single concentration; DENV2-infected cells, cytopathic effect rescue; CPE inhibition, % at 9.99 µM; 1.7% of 350,000 active; AID 651640, 2012; in the data active = CPE inhibition above about 20%, passing the limit was not always enough; inconclusive = no clear call, values can overlap the other calls; tested in BHK-21 cells;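 also: 0% = median of neutral control wells and 100% = median of positive control wells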
ERp5 inh: inhibitors of ERp5-driven insulin aggregation, primary screen, biochemical, turbidity, absorbance 650 nm, single point; Protein disulfide-isomerase A6 (Homo sapiens), Q15084; 0.05% of 350,000 active; 90 min; inhibition, % at 9.99 µM; AID 651711, 2012;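 active = mean replicate inhibition above about 25%, with every replicate also reaching it, limit read from the data, passing the limit was not always enough; inconclusive = only one of those two criteria met; inactive = neither criterion met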
Target sequence (Q15084 whole entry, looked up): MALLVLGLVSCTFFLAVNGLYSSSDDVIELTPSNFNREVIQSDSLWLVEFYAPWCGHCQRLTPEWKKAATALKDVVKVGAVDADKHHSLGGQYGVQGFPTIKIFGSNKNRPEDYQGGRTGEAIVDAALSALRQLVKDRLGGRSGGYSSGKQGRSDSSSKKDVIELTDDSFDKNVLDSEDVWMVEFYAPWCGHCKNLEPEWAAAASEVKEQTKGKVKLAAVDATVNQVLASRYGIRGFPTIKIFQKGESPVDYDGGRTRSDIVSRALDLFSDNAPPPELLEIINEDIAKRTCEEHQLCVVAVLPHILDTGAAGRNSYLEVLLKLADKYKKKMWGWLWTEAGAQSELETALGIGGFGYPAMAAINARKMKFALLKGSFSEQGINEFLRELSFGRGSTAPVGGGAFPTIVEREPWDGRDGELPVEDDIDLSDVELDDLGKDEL
* hit, by the source's call; ? = inconclusive; . = not tested or not shown; [ ] = another dose, or the depositor's remark.

The first 5 entries (preview)
entry	SMILES	miR-122 sensor	SIRT5 inh	F508del corr	ERAP1 HTS inh	Casp6 inh	DENV2 CPE rescue	ERp5 inh
1	O=C(NCc1ccccc1)C1C(c2ccc3c(c2)OCO3)=Nc2ccccc2N1C(=O)c1cccc(C(F)(F)F)c1 (stereo not given)	.	-1	-1.4	2	-2	16	-3
2	Cc1cccc2c(N=Nc3ccccc3)c(O)[nH]c12	.	-1	0.6	2	-3	-4	-4
3	O=C(c1cccnc1)N1C[C@@H]2[C@H](c3ccccc31)[C@@H](CO)N2C(=O)Nc1ccccc1Cl	20[16.7 µM]	-2	-2.1	1	0	-4	1
4	C[C@H](O)C#Cc1ccc([C@@H]2[C@@H](CO)N3CCCCN(C(=O)c4cccc(F)c4)C[C@@H]23)cc1	5[16.7 µM]	1	0.3	1	-2	3	0
5	O=C1CCCC/C1=C/NCc1ccc(F)cc1	.	-6	2.6	-1	3	-1	-5

The whole of this part, repeating the preview:
entry	SMILES	miR-122 sensor	SIRT5 inh	F508del corr	ERAP1 HTS inh	Casp6 inh	DENV2 CPE rescue	ERp5 inh
1	O=C(NCc1ccccc1)C1C(c2ccc3c(c2)OCO3)=Nc2ccccc2N1C(=O)c1cccc(C(F)(F)F)c1 (stereo not given)	.	-1	-1.4	2	-2	16	-3
2	Cc1cccc2c(N=Nc3ccccc3)c(O)[nH]c12	.	-1	0.6	2	-3	-4	-4
3	O=C(c1cccnc1)N1C[C@@H]2[C@H](c3ccccc31)[C@@H](CO)N2C(=O)Nc1ccccc1Cl	20[16.7 µM]	-2	-2.1	1	0	-4	1
4	C[C@H](O)C#Cc1ccc([C@@H]2[C@@H](CO)N3CCCCN(C(=O)c4cccc(F)c4)C[C@@H]23)cc1	5[16.7 µM]	1	0.3	1	-2	3	0
5	O=C1CCCC/C1=C/NCc1ccc(F)cc1	.	-6	2.6	-1	3	-1	-5
6	COc1cccc(-c2ccc(C3[C@@H]4CN(S(=O)(=O)c5ccccc5)C[C@H]3N4)cc2)c1 (stereo not given in full)	.	.	0.5	6	-1	-1	-3
7	Cc1ccc(C(=O)NCC(c2ccco2)N2CCc3ccccc32)cc1C (stereo not given)	.	-2	3.7	-5	-3	?	-3
8	CCc1ccc(C(=O)COC(=O)c2cncc(Br)c2)cc1	.	.	-4.1	-1	-2	12	-3
9	CC(=O)Nc1ccc(NC(=O)CNC(=O)c2sc3ccccc3c2Cl)cc1	-5	0	-0.1	0	-1	-7	-4
10	O=C(c1ccc([N+](=O)[O-])o1)N1CCOCC1	.	-2	-0.5	-2	3	10	3

Entries of single compounds from above. Screens in order: miR-122 sensor, SIRT5 inh, F508del corr, ERAP1 HTS inh, Casp6 inh, DENV2 CPE rescue, ERp5 inh
COc1cccc(-c2ccc(C3[C@@H]4CN(S(=O)(=O)c5ccccc5)C[C@H]3N4)cc2)c1 (stereo not given in full) is entered as ., ., 0.5, 6, -1, -1, -3
Cc1ccc(C(=O)NCC(c2ccco2)N2CCc3ccccc32)cc1C (stereo not given) is entered as ., -2, 3.7, -5, -3, ?, -3
CC(=O)Nc1ccc(NC(=O)CNC(=O)c2sc3ccccc3c2Cl)cc1 is entered as -5, 0, -0.1, 0, -1, -7, -4
O=C(c1ccc([N+](=O)[O-])o1)N1CCOCC1 is entered as ., -2, -0.5, -2, 3, 10, 3
O=C(c1cccnc1)N1C[C@@H]2[C@H](c3ccccc31)[C@@H](CO)N2C(=O)Nc1ccccc1Cl is entered as 20[16.7 µM], -2, -2.1, 1, 0, -4, 1

(cont.)
entry	SMILES	miR-122 sensor	SIRT5 inh	F508del corr	ERAP1 HTS inh	Casp6 inh	DENV2 CPE rescue	ERp5 inh
11	COc1ccccc1/C=C/C(=O)OCC(=O)Nc1c(C)nn(-c2ccccc2)c1C	-13	-3	-1.5	0	-1	0	-2
12	CCOC(=O)N1CC(C)N(CC(O)CN2CCOCC2)CC1C (stereo not given)	7	-8	-1.2	-1	-4	12	1
13	O=C(C[C@@H]1C[C@H]2c3cc(NS(=O)(=O)c4ccc(F)cc4)ccc3O[C@H]2[C@H](CO)O1)NCc1ccc(-c2ccccc2)cc1	111*[16.7 µM]	20*	-4.6	2	-1	-2	0
14	Cc1ccc(S(=O)(=O)N2CCCC(C(=O)NC3CCCC3)C2)cc1 (stereo not given)	1	-3	-2.1	1	3	-8	0
15	Oc1ccc(-c2nccc(-c3ccccn3)n2)cc1	-13	1	-1.7	-1	-1	-6	3
16	C[C@@H]1CN([C@H](C)CO)C(=O)c2cc(C#Cc3cccc(F)c3)cnc2O[C@H]1CN(C)C(=O)C1CCC1	-15[16.7 µM]	8	-0.8	1	-2	-6	-1
17	O=C(Nc1ccccc1Cl)c1csc(-c2cccnc2)n1	.	0	1.8	7	-1	-4	0
18	CCOC(=O)[C@]12CCC=C1N(Cc1cccc3ccccc13)C(=O)[C@H](CC(=O)NCC1CCCCC1)C2	.	-5	-1.0	3	-2	0	8
19	C[C@H](CO)N1C[C@H](C)[C@H](CN(C)CC2CC2)Oc2ccc(NC(=O)C3CCCCC3)cc2CC1=O	-7[16.7 µM]	1	-0.4	3	-2	-6	-1
20	COc1ccc(CCNC(=O)CSC(=O)c2ccccc2)cc1OC	.	-1	.	0	0	?	1

Only DENV2 CPE rescue and F508del corr, for some of the entries so far:
nr | molecule | DENV2 CPE rescue | F508del corr
15 | Oc1ccc(-c2nccc(-c3ccccn3)n2)cc1 | -6 | -1.7
14 | Cc1ccc(S(=O)(=O)N2CCCC(C(=O)NC3CCCC3)C2)cc1 (stereo not given) | -8 | -2.1

Remaining list, next part.
entry	SMILES	miR-122 sensor	SIRT5 inh	F508del corr	ERAP1 HTS inh	Casp6 inh	DENV2 CPE rescue	ERp5 inh
21	CCC1CSC(Nc2ccc(C(=O)/C=C/c3cccc(C)c3)cc2)=N1 (stereo not given)	.	-1	3.7	-2	-5	-12	1
22	CN(C)C(=O)CCc1ccc2c3c([nH]c2c1)[C@]1(CCc2ccccc2)[C@@H](C(=O)N2CCCCC2)C[C@H](CC(=O)NCCC2=CCCCC2)C(=O)N1CC3	.	-2	3.6	-3	2	-16	2
23	O=C(Cc1ccccc1)NS(=O)(=O)c1ccc(N=NN2CCOCC2)cc1	.	2	-1.3	-6	-1	2	?
24	O=C(COC(=O)c1ccc(Cl)nc1)NNC(=O)c1ccc(Br)cc1	.	-2	2.0	1	3	-4	-4
25	Cc1scc(C(=O)N/N=C/c2ccc(Cl)s2)c1C	-1	-1	-0.3	0	-1	-7	17
26	O=S(=O)(c1ccc(Br)cc1)c1nc(-c2ccco2)oc1NCCCn1ccnc1	19	3	0.9	-1	-50	?	3
27	CCCC(=O)OCC(=O)Nc1ccccc1C#N	-4	-4	3.3	-1	0	7	3
28	C[C@@H]1CN([C@@H](C)CO)C(=O)c2cc(NS(=O)(=O)c3cn(C)cn3)ccc2O[C@@H](C)CCCCO[C@H]1CN(C)S(=O)(=O)c1ccc(F)cc1	16[16.7 µM]	0	-2.0	2	-2	16	-3
29	CCOC(=O)N1CCN(S(=O)(=O)c2ccc(C)cc2)CC1	-4	-1	1.1	0	-1	11	2
30	C[C@@H](c1ccccc1)N1C[C@H](COCc2ccccc2)Oc2cc(N3CCC[C@H]3CO)ccc2S1(=O)=O	.	0	1.7	5	-1	-6	7
31	C=CCNC(=S)NNC(=O)c1ccc(C)c(Cl)c1	-9	-2	-2.8	-2	2	-6	3
32	O=C(CCn1c(=O)sc2ccccc21)NCc1ccccc1	.	-2	1.6	2	-1	0	-3
33	O=C(Nc1ccc(Cl)cc1)N1CCOC12CCC1(CC2)OCCO1	.	1	1.4	-5	0	-3	-4
34	O=C(O)c1ccccc1CSc1nc2ccccc2o1	7	-5	.	-4	-2	.	2
35	O=C(Nc1ccccc1F)N[C@H]1CC[C@@H](CCNC(=O)C2CCC2)O[C@@H]1CO	.	0	1.4	1	2	-2	3
36	O=C(Cc1ccccn1)NCC[C@H]1CC[C@@H](NS(=O)(=O)c2ccc(F)cc2)[C@H](CO)O1	.	-4	-2.1	2	0	-3	3
37	Cc1ccc(-c2nc3ncccc3o2)cc1NC(=O)C(C)(C)C	.	-11	-3.0	-2	0	-7	0
38	CCOc1cccc2sc(N(CCN(CC)CC)C(=O)c3ccc(S(=O)(=O)N4CCCCC4)cc3)nc12	.	-2	0.9	0	-1	-5	2
39	COc1ccc(C(=O)COC(=O)c2ccc(OC)c(OC)c2)cc1OC	3	-3	.	3	-1	.	-3
40	O=c1cc(CN2CCN(S(=O)(=O)c3ccc4ccccc4c3)CC2)nc2sccn12	.	5	0.7	14	1	7	-5
41	CCOC(=O)c1nc(C)nc(Sc2n[nH]c(-c3cc(Cl)cc(Cl)c3)n2)c1C	.	1	-0.5	1	1	-5	1
42	CN(C)c1ccc2c(c1)[C@H]1C[C@H](CC(=O)NCc3ccccc3)O[C@@H](CO)[C@H]1O2	-1[16.7 µM]	-3	2.9	2	-4	2	1
43	CCC1CO/C(=C(\C(=C(Cl)Cl)N2CCOCC2)[N+](=O)[O-])N1 (stereo not given)	-3	1	1.6	-1	4	-2	3
44	O=C(CNC(=O)c1ccccc1F)N/N=C/c1ccco1	.	2	-2.4	-2	5	-6	3
45	O=C(c1ccccc1NS(=O)(=O)c1cccc(C(F)(F)F)c1)N1CCc2ccccc21	5	0	.	2	2	5	2
46	CC1=CC2=NC(=O)/C(=C/c3cccs3)C(=N)N2O1	.	-2	1.7	.	-2	7	5
47	CN(C)c1ccc(-c2ccnc3c2CC(C)(C(=O)Nc2ccccc2)O3)cc1 (stereo not given)	.	0	3.8	3	0	0	6
48	O=S(=O)(N[C@@H]1CC[C@H](CCn2cc(C3CC3)nn2)O[C@H]1CO)c1ccc(F)cc1	5[16.7 µM]	0	-1.3	0	-3	-6	3
49	Cc1ccc(C(=O)O/N=C(\N)Cc2cccs2)cc1[N+](=O)[O-]	4	1	1.0	3	2	0	4
50	C[C@@H]1CN([C@@H](C)CO)C(=O)Cc2cc(NC(=O)Cn3cnnn3)ccc2O[C@@H]1CN(C)C(=O)NC1CCCCC1	4[16.7 µM]	-4	-3.4	-2	0	0	4
51	CCCNC(=O)N(C)C[C@@H]1Oc2ncc(-c3ccc(OC)cc3)cc2C(=O)N([C@H](C)CO)C[C@H]1C	-3[16.7 µM]	-3	1.6	1	-1	-1	7
52	COc1cccc(CN2CCC(C(=O)Nc3ccc(Oc4cccnc4)cc3)CC2)c1	-9	-2	-0.1	0	-5	-7	6
53	Cn1c2ccccc2c(=O)c2ccc(F)cc21	-11	-44	1.6	-39	-3	-17	2
54	CCN(c1ccccc1)S(=O)(=O)c1cccc(C(=O)NCC(c2ccco2)N2CCCC2)c1 (stereo not given)	-6	-1	0.0	3	-6	-2	7
55	CC1(C)COC(c2ccc(F)c([N+](=O)[O-])c2)=N1	.	-4	.	4	5	34*	6
56	COc1ccc(NC(=O)CCc2c(C)nn(-c3ccc(N4CCOCC4)nn3)c2C)cc1	-3	-1	2.5	-1	-4	0	-5
57	O=C(C[C@H]1CC[C@@H](NC(=O)Nc2ccc(C(F)(F)F)cc2)[C@@H](CO)O1)NCc1cccc(F)c1	.	1	2.8	-1	0	-7	-4
58	COc1ccccc1/C=N/NC(=O)C(=O)Nc1ccccc1OC(F)(F)C(F)F	5	.	1.5	2	1	-2	0
59	CCC(=O)N[C@@H]1CC[C@@H](CC(=O)NCc2ccc(OC)cc2)O[C@H]1CO	.	4	-3.1	0	1	-3	-1
60	CN(C)S(=O)(=O)n1cc(/C=C(\NC(=O)c2ccccc2F)C(=O)NCCCn2ccnc2)c2ccccc21	73	2	6.9	3	-7	-3	4
